hIAP activ – human IAP activation; 0.16% of 330,000 active; P09923; purified human IAP, CDP-Star luminescence, 30 min; active compounds read high; 1 = vehicle-only enzyme, 0 = enzyme-free background; AID 2524; activation factor at 10 µM;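 active = activation factor of the enzyme at least 2-fold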; also: the source names both 10 and 20 µM as test concentration; values of inactives mirror those of a sister screen read the other way
Target sequence (P09923 whole entry, looked up): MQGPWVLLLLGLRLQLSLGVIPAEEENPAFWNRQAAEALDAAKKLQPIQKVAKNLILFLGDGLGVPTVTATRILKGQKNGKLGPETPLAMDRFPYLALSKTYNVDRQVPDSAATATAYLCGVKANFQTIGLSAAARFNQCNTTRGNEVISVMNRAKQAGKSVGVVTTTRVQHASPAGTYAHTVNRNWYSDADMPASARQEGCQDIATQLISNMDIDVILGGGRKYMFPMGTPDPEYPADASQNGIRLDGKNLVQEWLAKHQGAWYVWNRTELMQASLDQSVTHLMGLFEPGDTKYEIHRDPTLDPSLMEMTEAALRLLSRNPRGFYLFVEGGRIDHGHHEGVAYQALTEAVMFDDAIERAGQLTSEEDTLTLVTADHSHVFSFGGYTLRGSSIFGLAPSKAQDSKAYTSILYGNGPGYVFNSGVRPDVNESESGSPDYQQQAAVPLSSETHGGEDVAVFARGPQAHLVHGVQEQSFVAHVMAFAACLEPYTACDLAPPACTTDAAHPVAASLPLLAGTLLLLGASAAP
SENP8 inh – blocks human SENP8 cleavage of Nedd8 substrate; recombinant SENP8, Nedd8 substrate fluorescence; inhibition, % at 20 µM; 0.64% of 360,000 active; AID 602440; in the data active = inhibition mostly above about 40%, no sharp cut-off; inactive = mostly below about 27%
PfGluPho inh – PfG6PD (Plasmodium falciparum) enzyme inhibition. PfGluPho enzyme, NADPH resazurin-diaphorase fluorescence. inhibition, % at 20 µM. 0.78% of 350,000 active;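 active = inhibition reaching at least a set limit at 20 µM in the primary screen, cut at about 59% in these data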;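 also: 0% = DMSO wells with substrate and 100% = DMSO wells lacking glucose-6-phosphate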
MPTP block – blocks calcium-induced mitochondrial swelling | inhibition, % at 10 µM | 1.4% of 360,000 active | isolated mouse mitochondria, Ca2+ swelling absorbance, 30 min | AID 602449;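 active = inhibition of 50% or more, scaled per plate between neutral and stimulator controls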;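 also: 0% = DMSO wells given calcium and 100% = 1 mM EGTA wells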
NR3A LBD binder – NR3A (human) ligand-binding domain modulation; Tm shift relative to glycine control, % at 25 µM; NR3A LBD differential scanning fluorimetry, Tm shift; 0% = protein alone, 100% = glycine-bound protein; 2.5% of 340,000 active;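 active = melting temperature shift of at least 10% of the positive control shift, at one fixed dose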
SENP1 inh – blocks the human SENP1 SUMO protease catalytic domain. Q9P0U3. recombinant SENP1 catalytic domain, CyPet-SUMO1-YPet FRET cleavage. inhibition, % at 10 µM. 0.21% of 360,000 active. AID 624204;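 active = inhibition at least 30% at 10 µM, raw YFP signal under a set limit, fluorescence ratio 0.5 to 1.5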;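 also: 0% = enzyme with DMSO and 100% = no enzyme wells; some results filed as inactive read as strong as hits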
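Assay system – human recombinant His6-tagged SENP1 catalytic domain enzyme · Input – SENP1 enzyme, 20 pM final · Buffer or medium – Tris pH 8 buffer plus EDTA, NaCl, BME, BSA, NP40, catalase · Schedule – 50 min reaction at room temperature · Technique – FRET read of cyan and yellow fluorescence · Control set – no-enzyme wells low, DMSO-plus-enzyme wells high control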
SENP6 block – inhibitors of human SENP6 protease; Q9GZR1; AID 2599; 1.8% of 330,000 active; inhibition, % at 10 µM; Recombinant SENP6 catalytic domain, aminoluciferin luminescence;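 active = inhibition above about 50% at the single tested dose, limit read from the data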;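 also: plate controls were DMSO wells with enzyme for no effect and DMSO wells lacking enzyme for full effect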
Target sequence (Q9GZR1 628-1112 limits assumed): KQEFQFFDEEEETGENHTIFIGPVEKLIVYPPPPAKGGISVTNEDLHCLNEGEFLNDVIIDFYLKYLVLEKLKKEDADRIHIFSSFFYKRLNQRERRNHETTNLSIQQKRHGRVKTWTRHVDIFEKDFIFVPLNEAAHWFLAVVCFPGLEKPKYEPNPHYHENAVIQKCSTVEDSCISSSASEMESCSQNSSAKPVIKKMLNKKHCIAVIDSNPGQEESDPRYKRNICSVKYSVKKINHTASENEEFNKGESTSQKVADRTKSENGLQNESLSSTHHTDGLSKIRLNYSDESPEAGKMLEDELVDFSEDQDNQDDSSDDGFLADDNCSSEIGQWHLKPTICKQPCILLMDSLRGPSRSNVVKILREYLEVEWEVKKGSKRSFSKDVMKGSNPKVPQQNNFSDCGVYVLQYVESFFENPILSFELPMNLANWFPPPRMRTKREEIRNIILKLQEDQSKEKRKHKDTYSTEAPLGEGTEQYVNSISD
ATG4B inhibitor – ATG4B (human) cysteine protease inhibition. Q9Y4P1. ATG4B cleavage of LC3-PLA2, NBD-HPC fluorescence, 1 h. inhibition, % at 8.33 µM. 0.51% of 340,000 active; in the data active = inhibition above about 40%
* = called active by the depositor; / = not tested or not shown.

[1] COc1ccc(C2=NN(c3nc(-c4ccccc4)c(CC(=O)O)s3)C(c3ccco3)C2)cc1 (configuration not stated)
[2] COC1(NC(=O)c2ccccc2)C(C)=CC(=O)C=C1C
[3] O=C(CCl)N(CCc1ccccc1)CCc1ccccc1
[4] O=C(NC(N1CCOCC1)C(Cl)(Cl)Cl)c1ccccc1Cl (configuration not stated)
[5] O=C(CSc1nc2nn(-c3ccccc3)c(=O)c-2c2n1CCCCC2)Nc1ccc(F)c(F)c1
[6] Cc1cc(C)c(OCC(=O)N(Cc2cccs2)C2CCS(=O)(=O)C2)c(C)c1 (configuration not stated)
[7] CC(=O)N1N=C(c2ccncc2)OC12CCCCC2
[8] Cc1ccc(-n2c(C)cc(/C([O-])=C(/C(=S)Nc3ccc(F)c(Cl)c3)[n+]3ccccc3)c2C)cc1
Screen / compound no.,1,2,3,4,5,6,7,8
hIAP activ,/,1.1,0.98,1.1,0.94,0.9,1.2,1.1
SENP8 inh,-271,9,9,12,15,22,-422,21
PfGluPho inh,26,43,0,-1,2,1,-9,0
MPTP block,2.8,-0.2,-0.9,-0.8,-3.6,-0.3,-1.8,14
NR3A LBD binder,-15,1,3,0,1,-2,-3,0
SENP1 inh,-27,0,1,0,0,2,0,-27
SENP6 block,/,-9,-5,-8,4,-13,-11,30
ATG4B inhibitor,9,-9,3,-15,-3,-9,1,-2

[9] CC(=O)Nc1ccccc1-c1ccc(C)o1
[10] CC1=C(C#N)C(c2cn(-c3ccccc3)nc2-c2cccs2)C(C#N)=C(C)N1
[11] CCOC(=O)c1nnn(-c2ccccc2C#N)c1C
[12] CCc1nc(C)cn1S(=O)(=O)c1cc(Br)c(C)cc1OC
[13] C=CCn1c(SCC(=O)c2cc(C)n(C(C)COC)c2C)nc2sc(C)c(C)c2c1=O (configuration not stated)
[14] CCn1cc(C(=O)NC(C)C)c(=O)c2cc(F)c(N3CCN(C(=O)c4ccco4)CC3)cc21
[15] C=C(C)CSc1nc2c(c(=O)[nH]c(=O)n2C)n1Cc1ccccc1
[16] Cc1ccccc1Nc1nc(N)nc(CN(C)c2ccccc2)n1
Screen / compound no.,9,10,11,12,13,14,15,16
hIAP activ,0.96,0.93,1,0.83,0.9,0.97,1.3,0.94
SENP8 inh,-117,-258,22,25,12,-394,8,10
PfGluPho inh,4,2,9,-8,1,8,-18,14
MPTP block,-3.6,4.0,8.9,-1.7,6.7,0.2,1.0,7.8
NR3A LBD binder,-2,-4,6,7,0,12*,-1,-2
SENP1 inh,-5,-8,2,2,3,0,1,-6
SENP6 block,-10,-9,1,1,7,11,-12,-7
ATG4B inhibitor,-5,-28,1,-4,1,-5,5,-5

[17] CC(C)CN(C(=O)COC(=O)CCSc1ccc(F)cc1)c1c(N)n(Cc2ccccc2)c(=O)[nH]c1=O
[18] CCN(C(=O)COC(=O)c1ccc(S(=O)(=O)N2CCCc3ccccc32)cc1)C1CCS(=O)(=O)C1 (configuration not stated)
[19] CCOC(=O)c1ccc(NC(=O)C2CC3CCC2C3)cc1 (configuration not stated)
[20] COC(=O)c1ccc(NC(=O)C(=O)N2CCCC2)cc1
[21] Cc1cc(C)c(C(=O)C(C)OC(=O)C2=COCCO2)cc1C (configuration not stated)
[22] O=C(CN1C(=O)NC2(CCCC2)C1=O)Nc1ccc(Cl)cc1F
[23] CCc1ccccc1NC(=O)CN(C)C(=O)Cn1cnc2ccc(Cl)cc2c1=O
[24] C=CCOc1ccc(/C=C2\SC(=S)N(CCC(=O)O)C2=O)cc1
Screen / compound no.,17,18,19,20,21,22,23,24
hIAP activ,1.1,0.96,1,0.99,0.91,1.1,0.94,0.95
SENP8 inh,1,17,16,35,9,9,23,41*
PfGluPho inh,-19,-10,12,-14,8,-9,-10,-20
MPTP block,0.0,-1.0,9.3,-1.3,-0.6,0.2,-0.5,1.6
NR3A LBD binder,2,0,1,-1,0,1,0,1
SENP1 inh,1,-2,0,-1,-1,1,2,-11
SENP6 block,-2,2,-18,4,0,-2,-19,100*
ATG4B inhibitor,3,-12,5,-9,-3,-5,-1,24

[25] CC(=O)c1c(C)n(CCO)c2ccc(O)cc12
[26] Cc1ccc(C(=O)N2CCC3(CC2)Oc2ccc(Cl)cc2C(=O)C32CC(c3ccccc3)=NO2)s1 (configuration not stated)
[27] COc1cccc(N2C(=O)C3C(C2=O)C3(c2ccccc2)c2ccccc2)c1 (configuration not stated)
[28] COc1ccc(S(=O)(=O)N2CCCCC2)cc1NCC(=O)Nc1ccc(C)cc1
[29] Cc1cc(=O)oc2c(C)c(OC(C)C(=O)NC(Cc3c[nH]c4ccc(O)cc34)C(=O)O)ccc12 (configuration not stated)
[30] O=C(O)c1cccc(CN2C(=O)SC(Nc3ccccc3)C2=O)c1 (configuration not stated)
[31] O=C(COc1ccccc1)N/N=C/c1ccc(O[C@@H]2O[C@H](CO)[C@@H](O)[C@H](O)[C@H]2O)cc1
[32] CCCC(=O)NCCCc1nc2ccccc2n1C(C)C
Screen / compound no.,25,26,27,28,29,30,31,32
hIAP activ,0.89,1.1,1,1.1,0.97,1,0.99,1.1
SENP8 inh,11,9,25,14,6,16,11,10
PfGluPho inh,10,6,2,-2,9,14,-4,2
MPTP block,-1.1,0.4,-0.3,0.7,0.3,-2.5,-0.4,16
NR3A LBD binder,2,-5,1,-3,-2,-2,-1,-2
SENP1 inh,1,3,0,0,-8,1,1,-1
SENP6 block,-4,-27,11,-16,1,-2,2,0
ATG4B inhibitor,-2,-2,15,-11,-25,-7,4,-5

[33] CCn1c(COc2ccc(C)cc2)nnc1SCc1nc2ccccc2[nH]1
[34] CCN(CC)CCCNC(=O)c1cc2c(Cl)nc3ccccc3c2s1
[35] CCc1ccc(N(CC)C(=O)Cc2c(C(=O)O)n(C)c3ccccc23)cc1
[36] CCSc1nc(N2CCOCC2)c2c(c1C#N)CCCC2
[37] Cc1ccc(N=C2SC(C(=O)Nc3ccc(OC(F)(F)F)cc3)C(N)=C2C(=O)Nc2c(C)cc(C)cc2C)cc1 (configuration not stated)
[38] Cc1c(-c2ccc(Br)cc2)[n+](=O)c2c(n1[O-])CCCCC2
[39] COc1ccc(NC(=O)CSc2nc3ccccc3cc2Cc2ccccc2)cc1
[40] CC12c3ccccc3C(c3ccccc31)C1C(=O)N(c3cccnc3)C(=O)C12 (configuration not stated)
Screen / compound no.,33,34,35,36,37,38,39,40
hIAP activ,0.89,0.93,0.89,1.1,/,0.89,1,1
SENP8 inh,3,18,11,-66,4,10,12,11
PfGluPho inh,20,9,-14,-25,12,0,3,21
MPTP block,-0.1,-3.3,0.8,-2.5,40,2.1,1.8,0.7
NR3A LBD binder,0,-1,0,2,35*,3,-1,2
SENP1 inh,-3,0,2,2,-3,-1,3,3
SENP6 block,-6,-1,-8,5,/,0,-1,-1
ATG4B inhibitor,-6,0,-3,1,62*,-8,-5,-3

From entry 33 to 34, as listed above:
[33] CCn1c(COc2ccc(C)cc2)nnc1SCc1nc2ccccc2[nH]1
[34] CCN(CC)CCCNC(=O)c1cc2c(Cl)nc3ccccc3c2s1
Screen / compound no.,33,34
hIAP activ,0.89,0.93
SENP8 inh,3,18
PfGluPho inh,20,9
MPTP block,-0.1,-3.3
NR3A LBD binder,0,-1
SENP1 inh,-3,0
SENP6 block,-6,-1
ATG4B inhibitor,-6,0

Six entries out of the list, ordered by formula weight, lowest first:
[32] CCCC(=O)NCCCc1nc2ccccc2n1C(C)C
[36] CCSc1nc(N2CCOCC2)c2c(c1C#N)CCCC2
[40] CC12c3ccccc3C(c3ccccc31)C1C(=O)N(c3cccnc3)C(=O)C12 (configuration not stated)
[34] CCN(CC)CCCNC(=O)c1cc2c(Cl)nc3ccccc3c2s1
[33] CCn1c(COc2ccc(C)cc2)nnc1SCc1nc2ccccc2[nH]1
[37] Cc1ccc(N=C2SC(C(=O)Nc3ccc(OC(F)(F)F)cc3)C(N)=C2C(=O)Nc2c(C)cc(C)cc2C)cc1 (configuration not stated)
Screen / compound no.,32,36,40,34,33,37
hIAP activ,1.1,1.1,1,0.93,0.89,/
SENP8 inh,10,-66,11,18,3,4
PfGluPho inh,2,-25,21,9,20,12
MPTP block,16,-2.5,0.7,-3.3,-0.1,40
NR3A LBD binder,-2,2,2,-1,0,35*
SENP1 inh,-1,2,3,0,-3,-3
SENP6 block,0,5,-1,-1,-6,/
ATG4B inhibitor,-5,1,-3,0,-6,62*

Further results:
item	canonical_smiles	hIAP activ	SENP8 inh	PfGluPho inh	MPTP block	NR3A LBD binder	SENP1 inh	SENP6 block	ATG4B inhibitor
41	COc1ccc(OC)c(S(=O)(=O)Nc2ccc(F)cc2)c1	1.1	1	-3	-1.2	1	1	6	-2
42	Cc1ccc(CN2CC(=O)N3[C@H]4c5ccccc5OC[C@@H]4[C@H](c4ccccc4)[C@]3(C)C2=O)cc1	1.1	5	0	0.4	-1	2	-14	5
43	COc1ccc(NC(=O)CN2CCOCC2)cc1S(=O)(=O)N1CCCCC1	1	26	-8	-3.6	0	2	-12	-3
44	FC(F)Sc1ccc(NC(=S)NCC2CCCCC2)cc1	0.91	4	8	103*	31*	2	6	29
45	O=C(COC(=O)c1ccc(Br)o1)NCc1ccco1	0.92	7	6	-1.4	-2	2	-2	-3
46	CC1CCCC(NC(=O)CSC2=Nc3ccccc3C3CC=NN23)C1C (configuration not stated)	1	30	-21	0.2	0	-1	-4	3
47	NC(=O)c1cc[n+](CC(=O)c2ccc(NC(=O)c3ccccc3)cc2)cc1	0.77	12	-10	0.1	-1	-3	8	-5
48	COc1ccc(NC(=O)C(=O)NCC2CCCN2S(=O)(=O)c2ccc(C)cc2)cc1 (configuration not stated)	0.91	1	/	-1.3	/	-2	-10	-5
49	Nc1nc(SCc2cccc(Br)c2)n[nH]1	1.1	6	23	1.6	-3	0	-25	-3
50	COc1ccc(OC)c(CC(NC(C)=O)C(=O)NC2CCN(c3nc(OC)nc(OC)n3)CC2)c1 (configuration not stated)	1.1	5	-7	-0.1	-1	2	-22	-3
51	O=C(NCCO)c1cc2ccccc2cc1O	1	-73	33	-1.8	-1	-35	1	-2
52	CC(C)(C)c1ccc(C(=O)NN2CCOCC2)cc1	1.1	-7	8	-1.5	2	1	9	-1
53	C=CCN1C(=O)N(c2ccccc2)C(=O)C1CC(=O)Nc1ccc(OC)cc1 (configuration not stated)	1.3	1	-28	-1.3	0	2	-10	-4
54	CCn1c(COc2ccccc2)nnc1SCC(=O)NC1CCCCC1	1.1	12	4	2.6	0	1	-11	-14
55	CC(C)(O)c1cc2ccc(C#Cc3ccsc3)cc2c(=O)o1	0.78	-423	9	0.3	-18	1	-6	-11
56	CC1CCN(CCCNC(=O)CCNC(=O)Cn2cnc3ccccc3c2=O)CC1	0.92	14	-15	1.5	0	0	2	6

Screening data (PubChem BioAssay)
